Source: PubChem BioAssay
HBB splice mod = alters splicing of the hemoglobin beta chain. HBB splicing reporter cell assay, activation; EGFP reporter with mutant IVS2-654 intron; response scale: normalised to 500 nM splice-correcting PNA. Potency, µM (titrated, usually from 46.1 µM), without a hit: at the top dose activation, actives largely listed as activators. 65,000 compounds, 0.06% hits. AID 925; further: potency means the concentration at half of the fitted maximal effect; 0% is about no effect
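Compounds were applied for 2 days to HeLa EGFP-654 cells, 500/well in Optimem with 2% FCS. The reporter's EGFP is disrupted by mis-splicing of beta-globin intron IVS2-654. Readout: summed well GFP fluorescence from 488 nm laser scanning; reference was 500 nM antisense […] 654 PNA.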
CRE-bla Fsk = modulators of forskolin-stimulated CRE signaling in CHO cells; CHO CRE-bla reporter (cAMP response element driving beta-lactamase), forskolin EC10, beta-lactamase ratio; Potency, µM (titrated, usually from 38.2 µM), for inactives: top-dose activity change, negative = inhibition, hits mostly activators; 71,000 compounds, 2.5% hits; AID 662; active means well fitted activation curve with a large enough effect in the signal ratio, with a control signal flat, not every such curve was filed as active; inconclusive means small, poorly fitted or top-dose-only effect, or effect the other way, or a change in a side signal; the % refers to the signal ratio; further: potency means the concentration at half of the fitted maximal effect; % of control where 0% means no effect
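AC50 values, positive or negative, reflect shifts in EC10 NKH 477-induced CRE-bla reporter activity in CHO cells. Incubation lasted 3 h at 37 °C before CCF4 substrate (2 h, room temperature) and ratiometric 460/530 nm reading.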
ERK AVP inh = inhibitors of vasopressin-stimulated ERK signaling pathway; HEK293-V1b, vasopressin-stimulated pERK AlphaScreen; Potency, µM (titrated, usually from 57.5 µM), for inactives: at the top dose activity, negative = inhibition, actives largely listed as inhibitors; 72,000 compounds, 0.99% hits; AID 995; further: potency means the concentration at half of the fitted maximal effect; on the % scale 0 is the no-effect control and ±100 the full control effect; nearly all actives have a fitted effect of over 55% in size
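V1b-HEK293 cells; cpd 30 min 37C; 25 nM vasopressin 5 min; lyse 10 min; AlphaScreen beads 5 hr RT. Normalized to DMSO basal and 25 nM vasopressin; AC50 by Hill fit.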
Hsp90 Hop PPI = changes Hsp90-Hop TPR2A binding signal, up or down. AID 595. Potency, µM (titrated, usually from 57 µM), for the others: top-dose activity change, negative = inhibition. AlphaScreen TPR2A-His6 binding biotin-Hsp90 C-terminal peptide. 71,000 compounds, 0.44% hits; active means well fitted curve in either direction with a large enough effect; inconclusive means small, poorly fitted or top-dose-only effect, or another doubt; further: potency means the concentration at half of the fitted maximal effect; on the % scale 0 is the no-effect control and ±100 the full control effect; many of its hits are not listed in these tables
HADH2 inhib = HADH2 (human) dehydrogenase inhibition; 73,000 compounds, 3.4% hits; Q99714; recombinant HADH2, NADH fluorescence, beta-hydroxybutyryl-CoA; AID 886; Potency, µM (top dose mostly 57.1 µM), for the others: top-dose activity change, negative = inhibition, most hits filed as inhibitors; further: potency means the concentration at half of the fitted maximal effect; on the % scale 0 is the no-effect control and ±100 the full control effect; nearly all actives have a fitted effect of over 60% in size; many of its hits are not listed in these tables
Target sequence (Q99714 whole entry, looked up, one chain of several): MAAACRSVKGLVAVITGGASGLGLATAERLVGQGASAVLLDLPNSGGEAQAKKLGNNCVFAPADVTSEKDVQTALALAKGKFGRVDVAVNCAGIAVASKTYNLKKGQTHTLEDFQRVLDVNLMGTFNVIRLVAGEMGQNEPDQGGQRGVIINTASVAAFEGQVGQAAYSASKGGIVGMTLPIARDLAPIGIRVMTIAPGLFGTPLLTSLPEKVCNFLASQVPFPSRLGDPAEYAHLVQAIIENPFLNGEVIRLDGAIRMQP
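20 nM HADH2 + cpd, 15 min RT; add 1 mM NAD+/90 uM beta-hydroxybutyryl-CoA; kinetic fluorescence 360/450 nm, 4 min. Tris-HCl pH 9.0, 0.01% Tween-20.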
ALOX15 inhib = blocks human 15-lipoxygenase activity; purified 15hLO-1, xylenol orange hydroperoxide absorbance; Potency, µM (series often up to 57.1 µM), for the others: top-dose activity change, negative = inhibition, usual class: inhibitors; 74,000 compounds, 1.4% hits; further: potency means the concentration at half of the fitted maximal effect; on the % scale 0 is the no-effect control and ±100 the full control effect; nearly all actives have a fitted effect of over 55% in size
Target sequence (P16050 whole entry, looked up): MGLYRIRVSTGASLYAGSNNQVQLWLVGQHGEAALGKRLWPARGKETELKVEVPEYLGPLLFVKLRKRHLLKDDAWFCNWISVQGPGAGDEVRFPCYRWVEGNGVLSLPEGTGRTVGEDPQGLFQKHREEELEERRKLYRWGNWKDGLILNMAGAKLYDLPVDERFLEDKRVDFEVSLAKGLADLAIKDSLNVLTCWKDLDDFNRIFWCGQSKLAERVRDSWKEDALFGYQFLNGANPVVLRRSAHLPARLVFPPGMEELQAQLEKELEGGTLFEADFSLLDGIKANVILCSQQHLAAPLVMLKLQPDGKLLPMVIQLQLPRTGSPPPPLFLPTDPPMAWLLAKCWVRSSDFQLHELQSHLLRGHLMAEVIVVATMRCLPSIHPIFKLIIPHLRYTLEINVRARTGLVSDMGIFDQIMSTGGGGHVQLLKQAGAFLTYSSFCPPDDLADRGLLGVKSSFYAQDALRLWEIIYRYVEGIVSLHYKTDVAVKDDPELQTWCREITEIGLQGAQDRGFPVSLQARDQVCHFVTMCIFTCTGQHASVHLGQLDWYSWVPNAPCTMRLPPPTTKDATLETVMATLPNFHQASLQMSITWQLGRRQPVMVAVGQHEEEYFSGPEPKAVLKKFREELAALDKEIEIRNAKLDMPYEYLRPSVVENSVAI
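Purified human 15hLO-1 (40 nM final) in 25 mM Hepes pH 7.5, 0.01% Triton X-100 was preincubated with compound 15 min at room temperature, then reacted 6 min with 50 uM arachidonic acid; hydroperoxide detected by Fe-XO, 573/405 nm absorbance ratio.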
Tau filament bind = binds recombinant human tau filaments; 71,000 compounds, 2% hits; AID 596; P10636; recombinant tau filaments, thioflavin S fluorescence, 15 h; filaments grown with octadecylsulfate alongside compound; Potency, µM (doses to about 57.1 µM), inactives show at the highest dose activity change, negative = inhibition;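 further: potency means the concentration at half of the fitted maximal effect; on the % scale 0 is the no-effect control and ±100 the full control effect; actives lower thioflavin S fluorescence by blocking filaments or displacing dye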
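Assay mix: 1 uM His-tagged tau, 30 uM sodium octadecylsulfate, thioflavine S dye in HEPES/NaCl/DTT buffer. Compound is added prior to the inducer. Fluorescence after 15 h at 37 C.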
GFP derepression = derepresses silenced GFP locus in mouse C127i cells | Potency, µM (top dose mostly 46.1 µM), for inactives: at the top dose GFP derepression (activation) | 68,000 compounds, 0.09% hits | mouse C127i GFP locus derepression, cytometry, 30 h; further: % of control where 0% means no effect
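Locus derepression in mouse mammary C127i cells whose integrated CMV-GFP reporter is normally silent; GFP expression after 30 h compound treatment was quantified by counting fluorescent cells.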
Pol III holo inh = blocks replication by bacterial DNA polymerase III holoenzyme; reconstituted DNA polymerase III holoenzyme replication, biochemical; AID 603; Potency, µM (top dose mostly 57.1 µM), inactives show at the top dose activity change, negative = inhibition; 71,000 compounds, 0.25% hits; further: potency means the concentration at half of the fitted maximal effect; on the % scale 0 is the no-effect control and ±100 the full control effect
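Reconstituted *E. coli* holoenzyme (0.35 nM Pol III, 1 nM beta, 154 nM SSB, 2 nM primase) was preincubated with compound for 15 min at RT. Synthesis on 1.4 nM ssM13Gori ran 35 min, then was stopped with PicoGreen/EDTA and read as dsDNA fluorescence.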
Luciferase inh = blocks Photinus pyralis firefly luciferase activity; purified firefly luciferase, luminescence, 8 min; 72,000 compounds, 2.2% hits; P08659; Potency, µM (highest dose often 57.1 µM), inactives show at the top dose activity change, negative = inhibition, most hits filed as inhibitors; further: potency means the concentration at half of the fitted maximal effect; on the % scale 0 is the no-effect control and ±100 the full control effect; nearly all actives have a fitted effect of over 40% in size
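Firefly luciferase (PKLight detection mix) with 10 uM ATP in pH 7.2 imidazole buffer (KCl, MgCl2, Tween 20, BSA). Compounds tested across a concentration series (qHTS). Luminescence read after 8 min at ambient temperature.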
Ub-GFP proteasome = proteasome inhibitors stabilizing ubiquitin-GFP reporter. 67,000 tested, under 10 active. Potency, µM (doses to about 45.9 µM), for inactives: at the top dose activation (GFP accumulation), most hits filed as activators. Ubiquitin-GFP reporter cells, proteasome inhibition, GFP fluorescence; response scale: untreated = 0%, 10 µM MG-132 = 100%; active means well fitted activation curve with a large enough effect, not every such curve was filed as active; inconclusive means small, poorly fitted or top-dose-only effect, or another doubt; inactive means no such curve, though single readings can be large or run the other way; further: potency means the concentration at half of the fitted maximal effect
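U2OS cells stably expressing ubiquitin(G76V)-GFP, seeded overnight in 0.5% FBS medium, were exposed to compounds (qHTS, 46 uM to 2.9 nM) for 4 hr at 37 °C. GFP-positive cells were counted by laser cytometry (488 ex/515 em), normalized between basal and 10 uM MG-132.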
An asterisk follows results filed as active; ? = inconclusive; . = not tested or not shown; [ ] = dose if it differs, or a comment. Unless noted, the call rests on the fitted dose curve; in most records, active means well fitted curve in the direction sought with a large enough effect; inconclusive means small, poorly fitted or top-dose-only effect, or another doubt; inactive means no such curve, though single readings can be large; an effect the other way counts as inactive or inconclusive. Not all compounds are listed; rates above refer to the full screens.

SMILES	HBB splice mod	CRE-bla Fsk	ERK AVP inh	Hsp90 Hop PPI	HADH2 inhib	ALOX15 inhib	Tau filament bind	GFP derepression	Pol III holo inh	Luciferase inh	Ub-GFP proteasome
COCC(C)NC(=O)COc1ccc(Cl)cc1Cl (centres undefined)	-0.1%[57.5 µM]	-2%	-27%	1%	6%	12%	0%	-1%	2%	1%	-3%
Cc1noc(C)c1S(=O)(=O)N1CCCC(C(=O)NCC2CCCO2)C1 (centres undefined)	-0.3%	1%	13%	-8%	2%	5%	13%	4%	-1%	0%	3%
CC(=O)Nc1cc2ccc(OC(C)=O)cc2oc1=O	0.1%	?	-8%	-5%[2.3 µM]	138%[activator]	6%	333%	.	-1%	-2%	9%
CN1CCN(C(=O)c2ccc(C(C)(C)C)cc2)CC1	-1.7%	9%	3%	-13%	2%	?	-11%	2%	-2%	0%	-9%
CCOC(=O)c1ccc(NC(=O)Cn2nnc(-c3ccc(F)cc3)n2)cc1	-1.3%	-10%	12%	-4%	19%	0%	64%	-4%	-3%	1%	13%
CC(C)Cn1c(SCC(=O)c2ccc(Cl)s2)nnc1-c1ccco1	1.3%	-5%	-9%	-4%	5%	-10%	-17%	-2%	0%	-27%	2%
Cc1ccccc1Cn1cnc2c(cnn2C(C)(C)C)c1=O	-1.1%	13µM*	-10%	0%	2%	0%	-3%	2%	2%	-6%	-12%
COc1cc(C(=O)N2CCC(C(=O)Nc3cccc(C(C)=O)c3)CC2)cc(OC)c1OC	-4.2%	?	-33%	-7%	-12%	-7%	-21%	-2%	2%	-1%	9%
Cc1ccc(C)c(-n2nnnc2SCC(=O)NCCC2=CCCCC2)c1	-3.6%	-9%	21%	20%	-4%	?	8%	0%	2%	2%	3%
Cc1c(C#N)c2ncn(Cc3ccccc3)c(=O)c2n1-c1ccccc1	0.7%	?	-29%	-1%	6%	0%	23%	-4%	-4%	-9%	9%
O=C(NCc1ccccc1)C1CCCN(S(=O)(=O)c2cccnc2)C1 (centres undefined)	0.3%	-3%	2%	0%	3%	9%	10%	4%	-3%	3%	4%
CCC(=O)Nc1cccc(Br)c1	0.9%	2%	14%	-1%	0%	1%	2%	0%	1%	1%	1%
O=C(CN1CCC(n2nnc3cc(F)ccc32)CC1)NC1CC1	.	4%	12%	-9%	5%	-4%	6%	1%	-7%	2%	8%
Cc1cc(N2CCN(C3CCCCC3)CC2)n2nc(C)nc2n1	1.0%	0%	-12%	-4%	7%	0%	10%	-2%	-2%	2%	6%
Cc1cc(S(=O)(=O)n2cnc3ccccc32)c(C)cc1Cl	-1.2%	4%	-7%	-2%	-7%	13%	-1%	0%	-2%	-1%	-4%
CC1CCCCC1n1c(=S)[nH]c2ccccc2c1=O (centres undefined)	-0.1%[0.369 µM]	?	43%[activator]	3%	0%	?	-17%	-3%	-1%	2%	.
O=c1cc(-c2cccc(O)c2O)oc2ccccc12	.	?	-41%	?	?	?	-18%	2%[9.22 µM]	-4%	0%[11.4 µM]	1%
COc1ccc(-n2ncc3c(=O)n(CC(=O)N4CCCc5ccccc54)cnc32)cc1	.	-2%	41%[activator]	1%	14%	?	13%	1%	-4%	2%	10%
CCCS(=O)(=O)N1CCC(C(=O)NCc2cccnc2)CC1	1.0%	-12%	1%	4%	7%	8%	-3%	1%	-1%	3%	0%
CCOC(=O)c1cc(-c2ccc(Cl)s2)nc2c1c(C)nn2C	3.0%	?	20%	15%	-10%	-3%	-10%	1%	-3%	1%	-2%
O=C1NCCN1C(=O)c1ccccc1F	-0.2%[0.369 µM]	11%	-4%	2%	5%	23%	-6%	4%	-6%	1%	-5%
CN1C(=O)NC(NC(=O)c2ccncc2)(C(F)(F)F)C1=O (centres undefined)	1.4%[0.369 µM]	-4%	-14%	-5%	?	16%	-6%	0%	-1%	1%	5%
CN(Cc1ccco1)c1ccnc(-c2ccoc2)n1	-0.3%	2%	0%	?	3.2µM*	?	86%	-3%[9.22 µM]	-2%	1%[2.29 µM]	-4%
CCCN1C(=O)SC(CC(=O)Nc2ccc(Br)cc2)C1=O (centres undefined)	2.5%	?	-1%	3%	17%	-2%	-14%	-2%	-4%	9%	0%
COc1cc2c(cc1OC)C1=C(C#N)COCN1CC2	.	?	22%	-11%	3%	97%[activator]	26%	1%	-5%	1%	6%
COc1ccc(OC)c(S(=O)(=O)N2CCC(C(=O)NCC3CCCO3)CC2)c1 (centres undefined)	0.3%	-7%	-4%	-5%	-3%	-2%	1%	2%	-2%	-2%	8%
NS(=O)(=O)c1cc(Br)c(N=Nc2ccc(O)c3ncccc23)c(Br)c1	1.1%[9.22 µM]	9%[7.6 µM]	12%[11.5 µM]	-6%[11 µM]	16%[11.4 µM]	14%[11.4 µM]	?	5%[9.22 µM]	-13%[11.4 µM]	2%[11.4 µM]	-1%[9.17 µM]
c1ccc([C@H]2NCCc3c2[nH]c2ccccc32)cc1	2.6%[9.22 µM]	.	1%[11.5 µM]	.	12%[11.4 µM]	-1%[11.4 µM]	.	.	.	0%[11.4 µM]	.
CC(C)c1[nH]nc2c1C(Cc1ccccc1)C(C#N)=C(N)O2 (centres undefined)	-0.2%[57.5 µM]	-4%	1%	-4%	5%	23%	-15%	0%	-3%	2%	2%
Cc1nc2c(C(=O)N3CCCC3)c[nH]n2c(=O)c1Cc1ccc(F)cc1Cl	0.6%	?	-3%	-1%	0%	4%	3%	0%	1%	1%	-7%
CC(C)(C)S(=O)(=O)c1c(C(=O)O)cccc1C(=O)O	1.5%[57.5 µM]	6%	-16%	-3%	5%	?	-10%	0%	1%	-1%	-2%
CC1=C(C#N)C(NC(=O)C2CC2)(C(F)(F)F)C(=O)N1 (centres undefined)	1.1%	-12%	2%	17%	-3%	21%	-11%	-2%	-2%	2%	6%
COC(=O)[C@@]1(Cc2ccccc2)[C@H]2c3cc(C(=O)N4CCCC4)n(CCSCCO)c3C[C@H]2CN1C(=O)c1ccccc1	0.1%	?	-14%	-7%	1%	.	6%	.	-9%	.	.
O=C1Nc2ccccc2C(O)(C(=O)NCc2ccco2)N1c1ccc(Cl)cc1 (centres undefined)	-1.1%	-4%	12%	-4%	8%	2%	4%	0%	-5%	-2%	-1%
OC[C@@H]1O[C@@H](n2cnc3c(NCc4ccco4)ncnc32)[C@H](O)[C@H]1O	.	?	.	-5%	-3%	.	12%	-2%[9.22 µM]	-6%	-2%[11.4 µM]	9%
CCOC(=O)c1c(C)[nH]c(C(=O)C(C)OC(=O)c2cccc(OCc3c(C)noc3C)c2)c1C (centres undefined)	-1.2%	?	-12%	-8%	-3%	-15%	3%	0%	-2%	2%	-2%
O=C(c1ccc2c(c1)N(Cc1ccccc1)C(=O)CS2)N1CCOCC1	3.3%	-12%	12%	-2%	-4%	11%	16%	5%	-14%	1%	14%
CCc1nc(SCC(=O)NCC2CCCO2)c2oc3ccccc3c2n1 (centres undefined)	2.8%[0.369 µM]	?	-9%	-1%	9%	-6%	5%	-2%	-3%	-4%	.
CC1CCN(C(=O)c2cc(-c3ccc(Cl)c(Cl)c3)on2)CC1	-4.8%	12%	11%	5%	6%	-2%	26%	1%	0%	0%	4%
CC(c1ccccc1)n1c(-c2ccncc2)n[nH]c1=S (centres undefined)	0.7%	-2%	-11%	-2%	?	-9%	-1%	3%	-5%	-2%	10%
COc1cccc(OCCCN2CCCCC2)c1	-0.1%	-2%	-12%	-2%	3%	-4%	4%	-2%	-3%	-2%	6%
O=S(=O)(NCC1CCCO1)c1cc(Cl)ccc1Br (centres undefined)	-0.4%[9.22 µM]	-3%	12%	-1%	10%	4%	-2%	0%	-8%	0%	-14%
CC(=O)c1c(C)nc2cc(Cl)ccc2c1N	4.8%	10µM*	-27%	-3%	10%	11%	-10%	3%	-6%	-9%	-3%
